D2 ag = D2 dopamine receptor (human) agonism; P14416; HEK293 T-REx D2 cells, calcium flux agonist mode; activation, % at 2 µM; 0.53% of 340,000 active;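 active means activation over 3 SD above normal in the single-dose calcium agonist read, cut at about 30% in these data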; further: 0% is about no effect
Target sequence (P14416 whole entry, looked up): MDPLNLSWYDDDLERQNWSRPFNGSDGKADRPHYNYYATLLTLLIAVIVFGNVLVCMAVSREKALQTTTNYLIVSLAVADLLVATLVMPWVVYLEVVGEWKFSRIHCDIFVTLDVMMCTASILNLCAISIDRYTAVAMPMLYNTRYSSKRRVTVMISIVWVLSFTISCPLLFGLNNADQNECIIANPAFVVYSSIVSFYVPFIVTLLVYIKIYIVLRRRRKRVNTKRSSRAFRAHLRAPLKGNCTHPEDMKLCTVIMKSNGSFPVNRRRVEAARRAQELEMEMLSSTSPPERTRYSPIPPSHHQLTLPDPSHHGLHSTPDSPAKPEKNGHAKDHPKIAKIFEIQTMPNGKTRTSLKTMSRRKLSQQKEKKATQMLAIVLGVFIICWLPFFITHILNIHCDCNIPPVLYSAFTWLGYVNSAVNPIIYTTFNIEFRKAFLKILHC
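Calcium-flux readout, 1 cycle/sec over 180 s following compound pin transfer, in inducible HEK293 Trex D2 cells (force-coupled); dopamine controls included. Positive calcium responses during this window marked compounds as potential agonists.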
LDHA block = LDHA (human) enzyme inhibition; purified LDHA, NADH/diaphorase-resazurin fluorescence; stronger effect = lower value; activity change, % (values are at about 110 or 230 µM); 0.15% of 480,000 active; AID 1347041; in the data active means activity change below about -30%; inconclusive means mostly about -25% to -30%;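 further: plate controls were DMSO wells for no effect and wells without enzyme for full effect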
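Human LDH5 (2 nM) was incubated with 0.06 mM NADH and 0.2 mM pyruvate for 5 min at room temperature in Tris pH 7.4. Remaining NADH was coupled through diaphorase/resazurin, and resorufin fluorescence was read at 0 and 20 min.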
12-LOX inh = blocks human arachidonate 12S-lipoxygenase; 1.1% of 580,000 active; Potency, µM (titrated, usually from 108 µM), for the others: at the top dose activity change, negative = inhibition, usual class: inhibitors; AID 1671190; purified 12hLO, xylenol orange hydroperoxide absorbance; further: potency means the concentration at half of the fitted maximal effect; on the % scale 0 is the no-effect control and ±100 the full control effect
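Hydroperoxide product was detected by ferrous iron/xylenol orange as the 573 to 405 nm absorbance ratio. Arachidonic acid at 40 uM (final) was turned over for 30 min at room temperature by 150 nM human 12hLO, pH 7.0 Hepes buffer, after 15 min compound preincubation.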
Vif-A3G inh = blocks the Vif interaction with human APOBEC3G; 0.076% of 410,000 active; Potency, µM (top dose mostly 46.1 µM), inactives show at the top dose activity, negative = active, most hits filed as inhibitors; HeLa A3G-eYFP + Vif (tagged APOBEC3G with the HIV-1 protein that degrades it), YFP fluorescence, overnight; Q9HC16;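 further: potency means the concentration at half of the fitted maximal effect; on the % scale 0 is the no-effect control and ±100 the full control effect; nearly all actives have a fitted effect of over 60% in size; hits raise eYFP signal because A3G escapes Vif-driven loss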
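HeLa cells stably expressing Vif and C-terminally eYFP-tagged A3G, seeded overnight at 37 deg C, then exposed to compound by pintool overnight at 37 deg C. Rise in yellow fluorescence (Ex 488/Em 500-530, Acumen) marks blocked Vif-driven A3G degradation.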
GRP78 ERSR act = ER stress response induction in glioma; Potency, µM, without a hit: at the highest dose activation, most hits filed as activators; 0.02% of 420,000 active; U87-MG GRP78 promoter luciferase reporter, 16 h; further: potency means the concentration at half of the fitted maximal effect; series mostly up to about 76 µM; % of control where 0% means no effect; nearly all actives have a fitted effect of over 35% in size
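Stably transfected U87-MG glioma cells carrying a GRP78-based luciferase sensor; 16 h compound incubation. Luminescence end-point read 10 min after Bright-Glo addition at room temperature.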
RGS4 inhibitor = human RGS4 inhibition | Transcreener GDP fluorescence polarization, RGS4-accelerated GTP hydrolysis | P49798 | Potency, µM (titrated, usually from 114 µM), without a hit: top-dose activity change, negative = inhibition, usual class: inhibitors | 0.039% of 390,000 active; further: potency means the concentration at half of the fitted maximal effect; on the % scale 0 is the no-effect control and ±100 the full control effect; nearly all actives have a fitted effect of over 75% in size; some results filed as inactive show a strong effect at the top dose
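MLSMR compounds (23 nl, pin-transferred) preincubated 10 min at room temperature with a 500nM (2x) first reagent, then RGS4 at 900nM (2x) plus Transcreener GDP mix added; fluorescence polarization (620/688 nm) read before and after 90 min at 30 °C.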
ERG Ets-DNA blk = ERG Ets/DNA interaction inhibition | 0.028% of 370,000 active | Potency, µM (titrated, usually from 76.9 µM), for inactives: top-dose FP activity, negative = inhibition, most hits filed as inhibitors | AID 624246 | fluorescence polarization, His-ERG Ets domain / labelled DNA; active means well fitted inhibition curve with a large enough effect in the polarisation, with a control signal flat; inconclusive means small, poorly fitted or top-dose-only effect, or effect the other way, or a change in a side signal; inactive means no such curve, though single readings can be large or run the other way; the % refers to the polarisation;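 further: polarization taken with two DNA probes labelled with fluorescein and Texas red; potency means the concentration at half of the fitted maximal effect; % of control where 0% means no effect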
Target sequence (P11308 whole entry, looked up, the tested form may be a part): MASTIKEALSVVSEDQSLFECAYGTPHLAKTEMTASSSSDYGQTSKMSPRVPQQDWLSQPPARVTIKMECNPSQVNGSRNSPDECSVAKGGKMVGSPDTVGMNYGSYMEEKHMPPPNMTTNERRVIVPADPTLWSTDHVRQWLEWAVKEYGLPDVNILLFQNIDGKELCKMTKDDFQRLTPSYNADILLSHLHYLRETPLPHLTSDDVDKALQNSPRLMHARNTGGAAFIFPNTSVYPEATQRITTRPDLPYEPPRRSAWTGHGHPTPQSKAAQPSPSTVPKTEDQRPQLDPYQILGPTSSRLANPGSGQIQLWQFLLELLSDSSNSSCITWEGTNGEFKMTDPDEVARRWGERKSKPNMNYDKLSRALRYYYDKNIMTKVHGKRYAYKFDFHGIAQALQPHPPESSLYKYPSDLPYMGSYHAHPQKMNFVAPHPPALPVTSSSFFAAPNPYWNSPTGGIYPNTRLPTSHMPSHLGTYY
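His-tagged ERG Ets domain (1 uM in the protein solution; 300mM KCl, 50mM Tris-HCl, 1mM EDTA, 1mM DTT, pH 7.5) received compound, then a probe mix of 5 nM fluorescein-DNA and 100nM Texas-615-DNA. Fluorescence polarization was read for both dyes.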
Vif-APOBEC3F blk = Vif-A3F binding inhibition; HeLa A3F-eYFP + Vif (tagged APOBEC3F with the HIV-1 protein that degrades it), YFP fluorescence increase; Potency, µM (titrated, usually from 46.1 µM), inactives show at the highest dose activity, negative = active; 0.2% of 390,000 active; AID 602313; further: potency means the concentration at half of the fitted maximal effect; % of control where 0% means no effect; nearly all actives have a fitted effect of over 65% in size
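HeLa cells stably expressing A3F-eYFP plus Vif, plated and incubated overnight at 37 deg C, then exposed to compounds overnight at 37 deg C. Blocked degradation read as raised yellow fluorescence (Ex 488/Em 500-530).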
D2 antagonist = antagonizes the human D2 dopamine receptor; AID 485344; inhibition, % at 10 µM; HEK293 TREx D2 cells, calcium flux, dopamine EC80; 2% of 340,000 active; P14416; in the data active means inhibition above about 30%; further: 0% is about no effect
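Inhibition of EC80 dopamine-driven calcium flux, recorded kinetically, defines activity here; cells are a tetracycline-induced HEK293 T-REx line expressing force-coupled D2.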
* = called active by the depositor; ? = inconclusive; · = no result given; & = joins results of further samples; [ ] = dose if it differs, or a comment. Unless noted, the call rests on the fitted dose curve; in most records, active means well fitted curve in the direction sought with a large enough effect; inconclusive means small, poorly fitted or top-dose-only effect, or another doubt; inactive means no such curve, though single readings can be large; an effect the other way counts as inactive or inconclusive.

SMILES	D2 ag	LDHA block	12-LOX inh	Vif-A3G inh	GRP78 ERSR act	RGS4 inhibitor	ERG Ets-DNA blk	Vif-APOBEC3F blk	D2 antagonist
Cn1cccc1Cc1nnc(SCC(=O)NCCc2ccccc2)n1-c1ccc(F)cc1	·	1.7	13.3%[57.4 µM]	-0.3%	1.3%	-28.7%	9.2%	-0.7%	·
O=c1[nH]c(O)c(/C=C2\C=Nc3ccccc32)[nH]1	0.4	-3.5	?	-7.3%	1.4%	3.6%	-12.9%	?	13.9
COCc1ccc(CN2CCCC(CO)(Cc3cccc(OC)c3)C2)o1 (configuration not stated)	-0.8	3.4	-12.0%	0.3%	-2.4%	30.8%	2.7%	6.1%	10.6
COc1ccc(F)cc1-c1cc(C(=O)Nc2cccnc2)[nH]n1	·	-8.6	-6.7%	-6.0%	9.4%	·	·	·	·
COc1cc(O)cc(/C=C/c2ccccc2)c1	·	1.5	?	-9.5%	10.8%&3.3%	21.9%	13.6%	-6.3%	·
Fc1cccc(Cc2c(C3CCCCC3)nc3ccc(Br)cn23)c1	·	-3.3	-17.8%	-5.0%	-4.7%	·	·	·	·
CCN(CC(=O)NCc1cccs1)C(=O)COc1ccc(C(N)=O)cc1	0.0	-5.5	95.0%[activator]	0.4%	-4.8%	8.6%	-14.1%	-3.9%	0.9
O=C(c1ccc(O)cc1)c1ccc(O)cc1O	1.9	-2.0	30.7%[activator]	-12.5%	12.5%	8.8%	14.1%	-16.4%	-15.2
CCCN(CCC)S(=O)(=O)c1ccc(C(=O)Nc2sc3c(c2C(=O)OC)CCN(CC)C3)cc1	-0.3	-2.0	-21.8%	-1.3%	-4.5%	12.2%	11.7%	?	·
C=CCNC(=O)c1ccc(-c2nc3ccccc3nc2-c2ccccc2)cc1	·	-8.1	75.7%[activator]	0.1%	-1.8%	1.0%	4.5%	11.5%	·

Brought forward from above: 4 compounds; new compounds follow.
SMILES	D2 ag	LDHA block	12-LOX inh	Vif-A3G inh	GRP78 ERSR act	RGS4 inhibitor	ERG Ets-DNA blk	Vif-APOBEC3F blk	D2 antagonist
CCN(CC(=O)NCc1cccs1)C(=O)COc1ccc(C(N)=O)cc1	0.0	-5.5	95.0%[activator]	0.4%	-4.8%	8.6%	-14.1%	-3.9%	0.9
O=C(c1ccc(O)cc1)c1ccc(O)cc1O	1.9	-2.0	30.7%[activator]	-12.5%	12.5%	8.8%	14.1%	-16.4%	-15.2
CCCN(CCC)S(=O)(=O)c1ccc(C(=O)Nc2sc3c(c2C(=O)OC)CCN(CC)C3)cc1	-0.3	-2.0	-21.8%	-1.3%	-4.5%	12.2%	11.7%	?	·
C=CCNC(=O)c1ccc(-c2nc3ccccc3nc2-c2ccccc2)cc1	·	-8.1	75.7%[activator]	0.1%	-1.8%	1.0%	4.5%	11.5%	·
CN(C)c1ccc(NC(=O)Nc2ccc3c(c2)c(=O)n(C)n3-c2ccccc2)cc1	·	4.8	?	-11.9%	1.0%	·	·	·	·
CCCC(=O)Nc1nnc(-c2ccco2)s1	0.4	-6.1	0.0%	0.3%	1.6%	31.8%	-3.1%	-8.9%	-4.7
CCn1nc(NC(=O)CC(C)C)c2cc3ccc(C)cc3nc21	-0.5	-2.9	-10.0%	-3.6%	-3.4%	-20.2%	18.7%	2.4%	5.7
CC(C)CCNC(=O)C1CC(c2cccc(F)c2)=NO1 (configuration not stated)	0.5	1.3	5.7%	1.4%	-3.0%	0.8%	-15.0%	-0.4%	2.8
Cn1c(N)c(C(=O)CNC2CCCCC2)c(=O)n(C)c1=O	·	2.5	-7.1%	1.7%	-2.1%	-13.0%	9.3%	2.3%	·
Cn1c(=O)cc2c3c(c(N4CCCCC4)ccc31)C(=O)c1ccccc1-2	-1.0	3.2	48.8%	6.3%	0.1%	11.5%	?	-4.2%	5.9
O=C(CNc1cc(S(=O)(=O)N2CCOCC2)ccc1NCC1CCCO1)Nc1cccc(F)c1 (configuration not stated)	-0.2	2.5	0.0%	0.5%	0.9%	19.1%	-6.2%	2.9%	-15.6
O=C(N/N=C/c1ccccn1)c1ccc(S(=O)(=O)N2CCCCCC2)cc1	0.6	0.6	-19.2%	1.9%	-4.4%	-9.3%	4.8%	-12.3%	6.4
O=C(CN1C(=O)NC2(CCCC2)C1=O)N1CCN(S(=O)(=O)c2cccc(C(F)(F)F)c2)CC1	0.1	-4.1	-8.9%	3.3%	-1.0%	7.7%	-3.1%	5.5%	6.6
c1ccc(-n2ncc3c2ncn2cnnc32)cc1	-0.2	-1.1	0.0%	-2.0%	0.2%	-5.3%	-1.4%	2.9%	-13.7
CCN(CC(=O)NCc1cccs1)C(=O)c1ccc(C)o1	·	3.2	-0.5%	3.6%	-4.1%	-17.0%	6.6%	-2.9%	·
Cc1cccc2cc(CN(CC3CCCO3)C(=O)NC3CCCCC3)c(=O)[nH]c12 (configuration not stated)	0.7	4.0	0.0%	-1.2%	-9.4%	9.0%	-3.2%	-6.1%	-3.6
COc1cccc(C2CC(=O)Nc3cc(OC)c(OC)cc32)c1 (configuration not stated)	-0.4	-4.0	8.7%	1.2%	-1.5%	34.1%	2.9%	-1.8%	27.1
CC(=O)NC(NC(=S)Nc1ccccc1Br)C(Cl)(Cl)Cl (configuration not stated)	0.4	-3.7	?	-0.7%	-2.2%	-14.4%	0.4%	14.4%	24.3
CCN(Cc1ccccc1)C(=O)CCc1nnc(CCCc2ccccc2)o1	0.2	-1.0	-0.2%	2.2%	4.2%	4.6%	-4.7%	-13.2%	-4.9
O=C(NCCc1ccccc1)C(=O)NC1CCCCC1	0.3	2.6	4.6%[57.4 µM]	1.3%	2.6%	6.1%	·	12.5%	-5.5
COC(=O)C1CN(C(=O)C(C)Oc2ccccc2Cl)c2ccccc2O1 (configuration not stated)	-0.2	-7.0	0.0%	1.1%	-1.7%	-19.3%[56.9 µM]	-4.1%	2.0%	-6.8
Cc1ccc(C)c(N2CCN(C(=O)C34CC5CC(C3)CC(n3nnc(C)n3)(C5)C4)CC2)c1	·	4.3	0.0%	3.9%	-3.5%	-4.9%	-16.4%	5.3%	·
Cc1ccc(-c2nc3c(c(SCC(=O)Nc4ccccc4Cl)n2)Cc2c(CO)cnc(C)c2O3)cc1	0.9	-1.9	-1.8%	0.5%	-1.0%	-17.9%	-4.2%	-2.7%	·
Cc1ccc(C)c(OCC(=O)Nc2cccc(S(=O)(=O)NC3=NCCCCC3)c2)c1	-1.2	-11.8	217.8%[activator]	1.5%	-3.5%	30.1%	-8.9%	-15.5%	-19.3
CCC(CO)Oc1cc(NCc2cccc(OC)c2)c2ncn(C(C)C)c2c1 (configuration not stated)	·	19.7	1.2%	?	-3.0%	-43.1%	9.2%	-8.1%	·
CCOC(=O)C1CCN(C(c2ccc(F)cc2)c2sc3nc(-c4ccco4)nn3c2O)CC1 (configuration not stated)	1.3	0.9	?	-0.5%	-3.9%	-7.8%	11.5%	-8.4%	·
O=C(CCn1c(=S)oc2ccccc21)Nc1ccc(F)cc1	-0.8	-3.5	-2.3%	-0.1%	-2.9%	8.7%	7.5%	-6.5%	-15.1
Cn1c(=O)c2c(n(C)c1=O)=NC1(CCCCC1)N=2	-0.5	-5.0	1.5%	0.1%	-4.0%	11.4%	-8.6%	1.1%	15.0
O=C(Nc1ncc(Cc2cccc(Cl)c2)s1)C1=NCCN1	-0.4	-2.9	10.4%	0.7%	1.8%	-22.7%	·	-0.3%	3.6
OCC1CCCCN1CCNCc1cn[nH]c1-c1cccc2ccccc12 (configuration not stated)	-0.8	-2.2	10.7%	0.9%	-5.4%	-5.6%	-2.0%	-16.1%	-10.0
Cc1onc(-c2ccccc2Cl)c1C(=O)N1C=CC(C(F)(F)F)=NCC1	-0.7	-5.0	9.9%	-6.2%	-6.1%	-9.7%	8.6%	-7.9%	-2.1
CC1CN(C(=O)c2cccc(S(=O)(=O)Nc3cc(Cl)ccc3Cl)c2)CC(C)O1 (configuration not stated)	-0.6	-3.1	-3.3%	4.1%	-2.7%	-10.2%	16.1%	-43.9%	14.7
CC(C)C(c1nnnn1Cc1ccc(F)cc1)N1CCSCC1 (configuration not stated)	1.1	4.7	7.7%	-0.2%	-3.4%	-1.6%	·	7.3%	-26.3
COc1ccc(C)cc1NC(=O)CCCN1C(=O)C2CC=CCC2C1=O (configuration not stated)	-0.1	-12.7	-0.2%	-9.9%	-2.4%	-2.0%	-5.9%	4.8%	10.0
CCCCn1c(O)c(C=NCCCN(C)C)c(=O)[nH]c1=O	1.6	-4.4	0.0%	2.0%	-4.5%	-11.5%	11.0%	2.5%	-1.5
O=[N+]([O-])c1cccc(-c2nc(-c3ccncc3)no2)c1	0.1	-1.1	4.3%	0.4%	8.4%	-2.8%	-1.9%	-25.7%	1.9
CCOc1cc(C(=O)Nc2ccc(NC(=O)c3cc4ccccc4o3)c(OC)c2)cc(OCC)c1OCC	·	-8.6	-16.1%	3.0%	-3.9%	22.1%	-8.2%	-6.5%	·
CC(C)CN(CCNC(=O)c1cn(C)c2ccc(S(=O)(=O)N3CCOCC3)cc2c1=O)CC(C)C	0.3	-5.1	-16.1%	-3.0%	-1.7%	0.5%	2.7%	0.1%	·
COc1ccc(C(C)=O)cc1CN1C(=O)C(Cc2ccccc2)ON=C1c1ncccc1C (configuration not stated)	·	-1.7	33.9%[activator]	2.6%	2.1%	·	·	·	·

Bioassay records deposited in PubChem by National Center for Advancing Translational Sciences (NCATS).

This is a subset, so the mix of outcomes need not match the whole.
